IkB sig inh: IkB pathway inhibition in ABC-DLBCL cells; ABC-DLBCL IkBa-CBG/CBR dual luciferase ratio, 4 h; response scale: scaled: untreated 0%, proteasome inhibitor 100%; Potency, µM (doses to about 57.1 µM), for inactives: at the top dose IkBa stabilization activation; 110,000 tested, 0.04% active; active = well fitted curve in the direction sought with a large enough effect in the signal ratio, not every such curve was filed as active; inconclusive = small, poorly fitted or top-dose-only effect, or a change in a side signal; the % refers to the signal ratio;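 note: the direction sought is a rising ratio; 0% = basal untreated cells and 100% = reference inhibitor full response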
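Luminescence ratio of IκBα-fused green versus native red beetle luciferase in OCI-Ly3 cells, 4 h post-doxycycline with compound; red signal alone, scaled from basal (0%) to zero light (-100%), flagged nonspecific or cytotoxic effects.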
Imprint erasure: genomic imprint erasure induction | mouse ES Peg3-LacZ reporter, beta-gal luminescence, 40 h | Potency, µM (top dose mostly 60.7 µM), inactives show at the highest dose activity change, positive = activation, hits mostly activators | 110,000 tested, 0.02% active;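 note: 0% = negative control wells on the plate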
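Readout: BetaGlo luminescence (5 min, room temp) for LacZ from the normally silent maternal Peg3 allele in female Peg3LacZ-Neo ES cells. Cells 300/well, 40 h, 37C, 5% CO2. Data normalized per plate to negative controls.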
p53ts 32C tox: kills p53ts cells at the permissive temperature. 130,000 tested, 0.93% active. H1299-p53A138V at 32C, ATP luminescence viability, 24 h. AID 924. Potency, µM (highest dose often 46.1 µM), inactives show at the highest dose activity change, negative = cytotoxicity, actives largely listed as cytotoxic;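 note: 0% = DMSO and -100% = full killing by reference compound; nearly all actives have a fitted effect of over 55% in size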
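ATP-content luminescence (ATPlite) read-out after 24 h compound exposure at 32C in H1299-p53A138V cells (600/well). Tested up to 46 uM. Normalized to DMSO (0%) and 100 uM tamoxifen (100% killing); Hill-fit AC50.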
p53ts 39C tox: kills p53ts cells at the nonpermissive temperature; H1299-p53A138V viability at 39C, ATP luminescence, 24 h; Potency, µM (titrated, usually from 46.1 µM), for inactives: at the highest dose activity change, negative = cell killing, actives largely listed as cytotoxic; 130,000 tested, 1.5% active; AID 902; note: nearly all actives have a fitted effect of over 55% in size
An asterisk follows results filed as active; ? = inconclusive; · = not tested or not shown; & = joins results of further samples; [ ] = remark or other dose. Unless noted, calls come from the whole dose curve; as a rule, active = well fitted curve in the direction sought with a large enough effect; inconclusive = small, poorly fitted or top-dose-only effect, or another doubt; inactive = no such curve, though single readings can be large; an effect the other way counts as inactive or inconclusive. Unless noted, % is set by controls: 0 for no effect and ±100 for the full control effect; potency is the fitted concentration of half-maximal effect.

SMILES | IkB sig inh | Imprint erasure | p53ts 32C tox | p53ts 39C tox
COc1ccc(NC(=O)c2cc(C(C)=O)n3ccccc23)cc1Cl | ? | -6%[10.9 µM] | -23% | -15%
COC1=CC(=O)C(C(=O)c2ccccc2)=CC1=O | · | 18% | ? | ?
CCCC(=O)Nc1cc(OC)c(OC)cc1C(=O)O | -1.3% | 3% | 0% | 0%
CSc1snc(SCC(N)=O)c1C#N | 0.1% | 3% | 1% | 13%
CC(C)CNC(=O)C(=O)Nc1c2c(nn1-c1ccccc1)CS(=O)(=O)C2 | -1.8% | 4%[10.9 µM] | 1% | 16%
O=C(Nc1cccc(F)c1)N1CCC2(CC1)CCN(C(=O)c1csnn1)CC2 | 3.1%[11.4 µM] | · | -3% | -4%
Cc1cc(-c2cccs2)c2c(n1)sc1c(=O)[nH]c(=O)[nH]c12 | 1.1% | -6% | -1% | 11%
Cc1cn(C(=O)CN2C(=O)c3ccccc3C2=O)c(C)n1 | 1.0% | -3% | 6% | 14%
CCSc1nnc(NC(=O)C(Cc2ccccc2)n2cccc2)s1 (stereo unspecified) | 1.5% | -8% | -4% | 4%
C/C(=N\[N+](C)(C)C)c1ccc(C)c(C)c1 | -0.9%[11.4 µM] | -11%[10.9 µM] | 0%[9.22 µM] | 6%[9.22 µM]
N#Cc1c2n(c(=S)n(-c3ccccn3)c1=O)CCCCC2 | 1.8% | -3% | 9% | 1%
COCCCn1c(SCC(=O)Nc2ccccc2OC)nc2c(sc3ccccc32)c1=O | ? | -17%[10.9 µM] | 3% | -21%
Cc1c(Br)cc(C(=O)O)c(C)c1C | -0.2% | -7% | -1% | -3%
CCn1c(SCC(=O)c2cccs2)nnc1-c1cccs1 | 0.0% | -13% | 4% | -6%
Cc1occc1-c1nnc(SCc2nnc(-c3ccc(Cl)cc3)o2)n1C | 1.4% | -6% | -4% | 0%
COc1cc(NC(=O)c2ccc3oc(=O)c(S(=O)(=O)c4ccccc4)cc3c2)cc(OC)c1 | ? | -6%[10.9 µM] | 16µM* | ?
CCOc1ccc(C(=O)NCC(c2ccc3c(c2)OCO3)N2CCN(c3ccccc3F)CC2)cc1 (stereo unspecified) | 3.0% | -7%[10.9 µM] | 21% | 6%
CC1CCc2nn(CC(=O)NCCCN3CCCC3=O)cc2C1 (stereo unspecified) | -2.7% | -8% | -1% | 7%
CNc1nc(-c2ccccc2C)nc2ccccc12 | -0.2%[11.4 µM] | -13% | 13% | -9%
COc1ccccc1NC(=O)Cn1c(=O)n(Cc2ccccc2)c(=O)c2c3c(sc21)CN(C(C)=O)CC3 | 1.9% | 9%[10.9 µM] | 10% | -14%
CCOC(=O)C1CCN(C(c2cccc(F)c2)c2c(O)cc(C)n(Cc3ccco3)c2=O)CC1 (stereo unspecified) | 2.5% | -4%[10.9 µM] | 5% | 13%
Cc1cc(C)n2cc(CSc3nnnn3-c3ccccc3)nc2n1 | ? | -10% | -2% | 7%
CC(C)(C)C(=O)Nc1ccc2nc(SCC(=O)N3CCc4ccccc43)sc2c1 | ? | -14%[10.9 µM] | -17% | -24%
COc1ccccc1C1C(C(=O)c2cc3ccccc3o2)=C(O)C(=O)N1CCN1CCOCC1 (stereo unspecified) | 5.4% | -15% | -6% | -6%
O=C(CN1C(=O)C2C3C=CC(C3)C2C1=O)NCc1ccco1 (stereo unspecified) | · | · | -9% | -1%
COc1cc(OC)cc(C(C(=O)NCc2ccccc2)N(Cc2ccco2)C(=O)c2ccno2)c1 (stereo unspecified) | 0.4% | -13% | 1% | 13%
COc1ccc(CNC(=O)Nc2ccc(C)cc2)cc1 | 3.5% | -11% | 6% | 1%
Cn1c(SCC(=O)Nc2cc(=O)n(C)c(=O)n2C)nnc1C12CC3CC(CC(C3)C1)C2 | 0.6% | 4% | -1% | 13%
O=C(NCc1ccccc1Cl)C(=O)NCC(c1cccs1)S(=O)(=O)c1cccs1 (stereo unspecified) | ? | ? | 2% | -11%
CN(C)CCCCN1CCc2c(n(C)c3ccccc23)C1=O | 0.7%[11.4 µM] | -3%[10.9 µM] | -6%[9.22 µM] | -5%[9.22 µM]
CCOC(=O)CNS(=O)(=O)c1ccc(S(=O)(=O)N2CCCC2)cc1 | 0.9% | -5% | 3% | -1%
CCc1nc(-c2ccccc2O)n(-c2ccccc2)n1 | -1.1% | -17% | -9% | -2%
Cc1ccccc1NS(=O)(=O)c1ccc2c(c1)NC(=O)CCS2 | 0.7% | 8%[10.9 µM] | -8% | 2%
CCN(CC)C(=O)CSc1nnc(-c2cnccn2)n1-c1ccccc1 | 0.0% | -9% | 5% | 5%
CCOC(=O)c1ccccc1NC(=O)Cn1ccn2nc(-c3ccc(OCC)cc3)cc2c1=O | -1.2% | -4%[10.9 µM] | -2% | -1%
COCCOC(=O)c1c(C)oc2ccc(NS(=O)(=O)c3ccccc3)cc12 | 0.5% | -4% | 13% | -4%
CCc1ccc(NC(=O)c2ccc(F)c(S(=O)(=O)N3CCC(C)CC3)c2)cc1 | -2.9% | -33%[inhibitor][10.9 µM] | 2% | -21%
CCc1ccccc1NC(=O)CSc1ncc(S(=O)(=O)c2ccc(C(C)C)cc2)c(N)n1 | 0.2% | -10%[10.9 µM] | 13% | -11%
Cn1c(CCNC(=O)c2ccco2)nc2cc(NC(=O)NC3CCCCC3)ccc21 | 0.5% | 14% | -19% | -22%
Cn1cc(C(=O)OCC2CCN(CCNS(C)(=O)=O)CC2)c2ccccc21 | 0.2%&0.7% | -12%&-5% | -15% | 3%

Shown with each value named: entries from further up
SMILES: COc1ccc(CNC(=O)Nc2ccc(C)cc2)cc1
- IkB sig inh: 3.5%
- Imprint erasure: -11%
- p53ts 32C tox: 6%
- p53ts 39C tox: 1%

SMILES: Cn1c(SCC(=O)Nc2cc(=O)n(C)c(=O)n2C)nnc1C12CC3CC(CC(C3)C1)C2
- IkB sig inh: 0.6%
- Imprint erasure: 4%
- p53ts 32C tox: -1%
- p53ts 39C tox: 13%

SMILES: O=C(NCc1ccccc1Cl)C(=O)NCC(c1cccs1)S(=O)(=O)c1cccs1 (stereo unspecified)
- IkB sig inh: ?
- Imprint erasure: ?
- p53ts 32C tox: 2%
- p53ts 39C tox: -11%

SMILES: CN(C)CCCCN1CCc2c(n(C)c3ccccc23)C1=O
- IkB sig inh: 0.7%[11.4 µM]
- Imprint erasure: -3%[10.9 µM]
- p53ts 32C tox: -6%[9.22 µM]
- p53ts 39C tox: -5%[9.22 µM]

Reprinted at random: 2 records from the list, in no set order.
SMILES | IkB sig inh | Imprint erasure | p53ts 32C tox | p53ts 39C tox
COc1ccccc1C1C(C(=O)c2cc3ccccc3o2)=C(O)C(=O)N1CCN1CCOCC1 (stereo unspecified) | 5.4% | -15% | -6% | -6%
O=C(NCc1ccccc1Cl)C(=O)NCC(c1cccs1)S(=O)(=O)c1cccs1 (stereo unspecified) | ? | ? | 2% | -11%

Carrying on.
SMILES | IkB sig inh | Imprint erasure | p53ts 32C tox | p53ts 39C tox
CC[C@@H]1Cn2c(c3nc(-c4ccccc4)nc-3n(C)c2=O)N1 | · | -15% | -10% | -10%
CCOc1ccc(N(CC(=O)Nc2cccc(Cl)c2)S(=O)(=O)c2c(C)noc2C)cc1 | ? | -34%[inhibitor] | 45%[activator] | -3%
CC(=O)C(Sc1nc(-c2ccc(F)cc2)nc2c1c(=O)n(C)c(=O)n2C)C(C)=O | 2.8% | 11% | 5% | 6%
COc1cccc(CNC(=O)c2nnn(CC(=O)Nc3cc(Cl)ccc3C)c2N)c1 | 0.3% | 7%[10.9 µM] | -13% | 1%
COc1ccc(-n2c(=O)c(-c3cc(F)cc(F)c3)nc3cnc(N4CCNCC4)nc32)cc1 | -0.2%[11.4 µM] | · | -28% | ?
CCCS(=O)(=O)c1nc(S(=O)(=O)c2ccc(C)cc2)c(N(CC)CC)s1 | -1.9% | -2%[10.9 µM] | 9% | -6%
Cc1cccc(N2CCN(C(=O)COc3cc(=O)n(C)c4ccccc34)CC2)c1C | ? | -38%[inhibitor] | 8% | 6%
COc1ccc2nc3c(cc2c1)Cc1ccccc1-3 | · | -96%[inhibitor] | 0.79µM* | 0.79µM*
CN(C)C=NCCn1c(N2CCOCC2)nc2c1c(=O)n(C)c(=O)n2C | 2.3% | 2% | 0% | 9%
COc1ccc(NC(=O)C2CCN(S(=O)(=O)c3ccc4c(c3)CCCC(=O)N4)CC2)cc1Cl | -1.0% | 4%[10.9 µM] | 8% | 8%
COc1ccc(C2NC(C(=O)O)CS2)cc1COCC(F)(F)F (stereo unspecified) | -0.7% | -5% | -7% | 10%
CC1(C)CC(=O)C=C(Nc2ccc(F)cc2)C1 | 6.2% | · | 0% | 4%
COc1ccc(OC)c(NC(=O)c2ccc(-c3nc(CSc4ccccc4)c(C)o3)cc2)c1 | ? | 2%[10.9 µM] | 16% | -9%
Cc1cc(C)cc(-n2c(SCC(=O)Nc3ccc4c(c3)OCCO4)nc3c([nH]c4ccccc43)c2=O)c1 | -1.1% | ? | 8% | -16%
O=C(CSc1nc2c(c(=O)n1-c1ccc(Cl)cc1)SCC2)N1CCOCC1 | -0.2% | -7% | 1% | 7%
O=C(c1cc2ccccc2c(=O)o1)N1CCc2ccccc2C1 | 1.4% | -4% | -4% | 7%
CCCN1C(=O)c2[nH]nc(-c3ccccc3O)c2C1c1cccc(OCc2ccccc2)c1 (stereo unspecified) | ? | 1%[10.9 µM] | ? | ?
CCOc1ccccc1NC(=O)C1CCN(S(=O)(=O)c2ccc(OC)c(OC)c2)CC1 | -1.0% | -10% | 13% | 2%
NC[C@@H]1O[C@H](c2ccccc2)Cc2c1ccc(O)c2O | 0.7% | -37%[inhibitor] | ? | ?
CCSC1(SCC)N=C(N)C2(C#N)C(c3ccc(OC)c(OC)c3OC)C12C#N (stereo unspecified) | ? | -29% | ? | 30%
O=C(O)c1ccc2c(c1)C(=O)N(c1ccc(Cl)cn1)C2=O | 0.4% | 5% | 2% | -1%
COc1cc(C)nc(Oc2ccc(/C=N/O)cc2)n1 | 3.2% | 4% | 4% | 16%
O=C(OCc1cc(=O)n2c3c(sc2n1)CCCC3)c1cccc(NC(=O)c2ccccc2F)c1 | ? | -77%[inhibitor][10.9 µM] | -2% | -19%
CCC(C)NC(=O)c1ccc(CS(=O)(=O)c2ccc(OC)cc2)o1 (stereo unspecified) | -2.6% | 6% | 6% | 2%
O=C(CSc1ccc2nnc(-c3ccncc3)n2n1)NCc1ccco1 | 0.8% | -10% | 5% | 10%
CS(=O)(=O)N(CCc1ccccc1)CC(=O)NCC1CCCO1 (stereo unspecified) | -0.5% | -1% | 4% | 8%
CCOC(=O)C1=C(CS(=O)(=O)c2ccc(F)c(C)c2)NC(=O)NC1c1ccccc1OC (stereo unspecified) | ? | -12%[10.9 µM] | 13% | -1%
CCN(CC)C(=O)Cn1c(=O)n(Cc2ccc(C(=O)NCCc3ccc(OC)c(OC)c3)cc2)c(=O)c2ccccc21 | -1.4% | -10%[10.9 µM] | 10% | 9%
COc1ccc(C(F)(F)F)cc1NC(=O)c1sc2nc(-c3cccs3)ccc2c1N | 11% | -18%[10.9 µM] | -9% | 14%
CN(CCC#N)C(=O)c1ccc(CNS(=O)(=O)c2ccc(F)cc2)cc1 | 2.3% | -18% | -9% | -6%
CCC(=O)N1CCc2cc(S(=O)(=O)CCC(=O)N3CCN(c4cccc(Cl)c4)CC3)ccc21 | 0.3% | ? | 1% | 14%
COc1ccc(C2c3c(oc4ccccc4c3=O)C(=O)N2CCCN2CCOCC2)cc1 (stereo unspecified) | -0.1% | 1% | -4% | 3%
COc1ccc(-c2nc3cnc(N(C)C)nc3n(C3CC3)c2=O)cc1 | -0.6%[11.4 µM] | 2% | -7% | -28%
CN1CCN(C(=O)C2CC(=O)N(c3ccc(F)c(Cl)c3)C2)CC1 (stereo unspecified) | -1.3% | 0% | -8% | 13%
C/C(=N/Nc1nc(C)cc(=O)[nH]1)C(=O)O | -1.6%[11.4 µM] | -7%[10.9 µM] | -4%[9.22 µM] | 6%[9.22 µM]
Cc1cc(C)cc(C(=O)n2nc(C)c(S(=O)(=O)N3CCOCC3)c2C)c1 | ? | -13%[10.9 µM] | 5% | 2%
O=C1c2ccccc2S(=O)(=O)N1Cc1cccc(S(=O)(=O)N2CCOCC2)c1 | 0.9% | -7% | 1% | 0%
Cc1cccc(C(=O)NC2(C(F)(F)F)N=C(c3ccccc3)N(Cc3ccccc3)C2=O)c1 (stereo unspecified) | ? | 3%[10.9 µM] | -1% | 15%
CCc1ccccc1NC(=O)Cc1ccc(-n2c(C)nc3cccnc32)cc1 | -0.3% | -6%[10.9 µM] | -2% | 4%

From PubChem BioAssay
